Compound activity from PubChem.
Gli-Sufu antag: antagonists of Gli-Sufu signaling; 340,000 tested, 0.74% active; AID 588413; inhibition, % at 5 µM; Sufu-KO-LIGHT fibroblasts, Gli luciferase reporter luminescence;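 active means inhibition above about 55%, limit read from the data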;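 further: 0% = DMSO-treated cells and 100% = wells with medium but no cells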
CCR6 antagonist: blocks CCL20-driven beta-arrestin recruitment at human CCR6. P51684. CHO-K1 CCR6 PathHunter beta-arrestin, luminescence, CCL20-stimulated. inhibition, % at 20 µM. 340,000 tested, 0.49% active. AID 493098;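 active means compounds whose inhibition of the agonist-driven luminescence signal at 20 µM reaches about 50%, limit read from the data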;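 further: cells stimulated with CCL20 at 14 nM final; plate controls were DMSO with CCL20 for no effect and DMSO without agonist for full effect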
CXCR6 block: inhibitors of human CXCR6 receptor; CHO-K1 PathHunter CXCR6 beta-arrestin, luminescence; inhibition, % at 20 µM; 360,000 tested, 0.36% active; AID 602244; in the data active means inhibition above about 34%, passing the limit was not always enough;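 further: antagonist mode with CXCL16 agonist at 10 nM final; 0% = 10 nM CXCL16 with DMSO and 100% = unstimulated wells without agonist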
UBC13 inh: blocks human UBC13 polyubiquitin chain formation; inhibition, % at 20 µM; 330,000 tested, 0.47% active; TR-FRET; in the data active means inhibition above about 45%, passing the limit was not always enough
Target sequence (P61088 whole entry, looked up): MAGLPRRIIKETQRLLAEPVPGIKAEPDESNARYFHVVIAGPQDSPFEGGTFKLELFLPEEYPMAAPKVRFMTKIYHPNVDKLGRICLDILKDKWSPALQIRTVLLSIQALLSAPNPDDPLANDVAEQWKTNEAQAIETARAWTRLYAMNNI
APJ antag: APJ receptor antagonism; P35414; CHO-K1 APJ beta-arrestin complementation, luminescence; inhibition, % at 20 µM; 330,000 tested, 0.32% active;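 active means inhibition above about 40% at 20 µM, limit read from the data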;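 further: cells challenged with 10 nM apelin-13 agonist together with compound; plate controls were apelin-13 plus DMSO wells for no effect and DMSO wells lacking apelin-13 for full effect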
Target sequence (P35414 whole entry, looked up): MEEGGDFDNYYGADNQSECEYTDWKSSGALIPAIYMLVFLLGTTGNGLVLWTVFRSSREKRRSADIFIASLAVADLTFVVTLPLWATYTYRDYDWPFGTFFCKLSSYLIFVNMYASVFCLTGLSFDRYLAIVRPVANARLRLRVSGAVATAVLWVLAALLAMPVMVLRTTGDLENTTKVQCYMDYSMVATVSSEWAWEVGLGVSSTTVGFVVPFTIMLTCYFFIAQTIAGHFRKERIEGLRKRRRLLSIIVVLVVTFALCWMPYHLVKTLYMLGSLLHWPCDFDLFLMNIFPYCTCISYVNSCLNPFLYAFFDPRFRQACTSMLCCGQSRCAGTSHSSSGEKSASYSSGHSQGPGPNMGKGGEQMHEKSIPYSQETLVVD
Jurkat NFkB inh: lowers PMA/ionomycin-induced NF-kB signal in Jurkat cells | PMA/ionomycin-induced NF-kB luciferase reporter, luminescence | inhibition, % at 4 µM | 330,000 tested, 0.53% active | AID 435003; in the data active means inhibition above about 50%
EBI2 antag: EBI2 (human) antagonism; EBI2 beta-arrestin recruitment, luminescence, 7a,25-OHC stimulated; P32249; inhibition, % at 5 µM; 360,000 tested, 0.81% active; in the data active means inhibition above about 38%;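 further: enzyme fragment complementation signal reports receptor beta-arrestin coupling in cells; 0% = agonist plus DMSO wells and 100% = wells without agonist; some results beyond the cut were filed as inactive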
Target sequence (P32249 whole entry, looked up, the tested form may be a part): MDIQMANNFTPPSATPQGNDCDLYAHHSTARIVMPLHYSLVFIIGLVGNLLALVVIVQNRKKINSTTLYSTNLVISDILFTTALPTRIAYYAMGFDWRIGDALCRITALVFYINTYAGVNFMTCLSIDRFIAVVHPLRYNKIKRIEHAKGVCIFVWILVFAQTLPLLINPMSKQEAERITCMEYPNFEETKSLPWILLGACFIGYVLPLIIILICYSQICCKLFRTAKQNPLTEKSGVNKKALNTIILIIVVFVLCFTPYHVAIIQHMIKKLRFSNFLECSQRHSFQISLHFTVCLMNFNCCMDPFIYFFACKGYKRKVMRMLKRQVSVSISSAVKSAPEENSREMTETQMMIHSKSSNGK
697 NFkB inh: inhibitors of the PMA/ionomycin-induced NF-kB reporter in 697 B cells | inhibition, % at 4 µM | 697 B-cell NF-kB luciferase reporter, 16 h | AID 435022 | 330,000 tested, 0.33% active; in the data active means inhibition above about 35%
* = called active by the depositor.

Results follow in this order: Gli-Sufu antag	CCR6 antagonist	CXCR6 block	UBC13 inh	APJ antag	Jurkat NFkB inh	EBI2 antag	697 NFkB inh
O=c1[nH][nH]cc1C=NCc1cccc(C(F)(F)F)c1
    -11.9	3.6	4.3	-2.1	6.7	1.4	0.5	19.0
CCCCCCSc1nnc2[nH]c(=O)cc(N)n12
    -7.4	-3.0	-14.4	-0.8	-0.1	12.0	-17.8	-14.8
O=C(COc1cccc(C(F)(F)F)c1)N1CCN(c2ccccc2O)CC1
    -0.8	4.2	-6.6	-0.1	-11.1	6.9	20.0	6.1
Cc1ccc2c(c1)cc1c(=O)n(CC(=O)NCc3ccccn3)nc(C)n12
    4.4	3.5	7.8	-3.8	2.4	3.3	6.0	-8.2
CC(C)NC(=O)Nc1cccc2c1O[C@H](CN(C)S(=O)(=O)c1ccccc1)[C@@H](C)CN([C@H](C)CO)C2=O
    -10.3	5.6	-1.6	7.8	4.3	17.0	3.6	14.3
COCCN(CCOC)C(=O)C1CCCN(S(=O)(=O)c2ccc(NC(=O)OC)cc2)C1 (stereo not drawn)
    0.9	11.5	-4.2	-3.1	-0.7	10.5	3.9	8.9
O=c1cc(Nc2ccc3c(c2)OCCO3)[nH]c(=O)n1-c1ccc(Cl)cc1
    -23.8	5.1	1.7	-12.5	12.0	-3.5	-15.4	38.2*
COCCNC(=O)C1CCN(S(=O)(=O)c2ccc3c(c2)OCCO3)CC1
    2.6	3.6	-3.9	-2.1	1.7	-9.5	-0.7	13.7
Nc1nnc(-c2cccc(Cl)c2Cl)c(N)n1
    -7.0	-6.2	-2.0	-0.9	-17.2	6.9	0.9	19.2
COC(=O)c1ccc(NC(=O)CSc2nc(=O)cc(N)n2-c2ccccc2)cc1
    -7.7	11.4	1.5	5.3	-7.2	5.0	7.8	21.6
COc1ccc(OC)c(N(CC(=O)Nc2ccccc2C(=O)NCc2ccco2)S(C)(=O)=O)c1
    1.9	-6.6	8.5	6.3	10.2	1.7	-4.7	16.5
NC(=O)CC(NC(=O)Cc1cccc2ccccc12)c1ccc(NCCCN2CCCC2=O)c([N+](=O)[O-])c1 (stereo not drawn)
    -7.5	11.8	15.4	-54.4	-8.6	-16.5	-12.2	2.7
CCN(CC)CCCn1c2c(c(SCC(=O)Nc3ccc(C)c(F)c3)nc1=O)CCC2
    27.4	7.0	6.6	-0.9	-7.5	-23.9	-7.9	-24.9
O=C(CN1CCN(S(=O)(=O)c2cc(Cl)ccc2Cl)CC1)c1ccc(O)c(O)c1
    58.2*	8.4	0.7	-5.4	-2.0	-3.0	-6.5	-47.2
Cc1ccc(SCCNC(=O)CN(c2ccc3c(c2)OCO3)S(C)(=O)=O)cc1
    -7.1	-7.5	3.8	0.6	1.0	5.4	70.6*	5.2
CC(=O)Nc1ccc(S(=O)(=O)N2CCN(C(=O)c3ncoc3-c3ccc(F)cc3)CC2)cc1
    -13.7	16.1	-4.8	-6.3	-5.1	3.1	0.3	19.8
Clc1c(-c2ccccc2)nnn1-c1ccccc1
    -95.4	10.7	8.8	-9.7	-3.9	-133.3	-6.2	-209.1
CCCn1c(N)c(C(=O)COC(=O)COc2ccc(Cl)c(C)c2)c(=O)n(C)c1=O
    4.5	-0.3	-2.9	4.6	-20.2	10.7	10.0	15.6
O=S(=O)(N/N=C\c1cccnc1)c1ccccc1
    3.9	3.3	-0.6	0.7	2.7	-8.0	-12.9	-9.1
CCCCn1c(N)c(N(CC(C)C)C(=O)CCCc2nc3ccccc3c(=O)[nH]2)c(=O)[nH]c1=O
    -2.2	2.2	-11.3	-1.1	-5.1	-0.6	-4.6	5.7
CCc1ccc(-c2nc(CS(=O)CC(=O)NC3CC3)c(C)o2)cc1 (stereo not drawn)
    -6.4	7.5	-10.8	5.6	21.9	-3.2	11.1	-16.5
CCC1(C)NC(=O)N(CC(=O)N2N=C(c3ccccc3)CC2c2ccc(OC)cc2)C1=O (stereo not drawn)
    0.6	4.9	-12.5	2.1	6.1	12.1	-7.5	21.1
CC(C)N(Cc1cc2ccccc2[nH]c1=O)C(=O)c1cccc([N+](=O)[O-])c1
    2.9	3.8	-0.9	1.7	-1.9	22.5	4.8	10.8
O=C(O)CCC(=O)NNC(=O)CCC1CCCCC1
    -3.0	-13.9	0.7	-15.7	-8.4	0.3	-5.8	-28.1
Nc1ccc(C(=O)OCC(=O)NC(=O)c2ccccc2)cc1[N+](=O)[O-]
    5.8	-3.3	-3.0	1.7	-0.8	4.9	4.8	24.3
CC(/C=N/n1c(-c2n[nH]c3c2CCC3)n[nH]c1=S)=C\c1ccco1
    5.1	6.2	0.6	-8.7	14.8	-1.1	3.6	4.2
CCOC(=O)c1cc(C(=O)Nc2ccc(C)c(F)c2)nn1C
    -48.4	12.3	10.6	-2.7	-1.1	-58.7	14.6	-31.7
Nc1nc(N2CCN(c3ccccn3)CC2)nc2ccccc12
    -34.4	3.2	-5.2	8.5	7.7	-56.2	-3.3	-46.2
Cc1ccc(-n2c(SCC(=O)N(C)C3CCS(=O)(=O)C3)nc3ccccc3c2=O)c(C)c1 (stereo not drawn)
    4.4	10.3	2.1	8.1	7.9	3.9	4.1	6.5
Cc1c(NP(=O)(Oc2ccccc2F)Oc2ccccc2F)c(=O)n(-c2ccccc2)n1C
    -1.2	4.0	2.2	-15.3	3.3	-17.8	-6.7	1.1
Cc1ccc(S(=O)(=O)C2(C(=O)NCc3ccc4c(c3)OCO4)CC2)cc1
    2.6	4.9	-4.0	1.9	14.8	12.2	4.0	-4.9
Cc1occc1C(=O)N(C)Cc1nc(-c2ccc(Cl)cc2)no1
    -2.3	15.7	7.3	-4.7	2.4	5.2	-8.7	-5.5
CC(C)(C)C(=O)NCCCc1ccccc1
    -0.6	6.6	-1.7	1.0	27.1	13.9	-3.0	11.6
CC(=O)NNC(=S)NC(=O)c1ccccc1
    -3.9	16.2	3.0	-2.9	14.7	-1.4	-3.6	-1.0
O=C1OC(Nc2ccc(Cl)cn2)c2ccccc21 (stereo not drawn)
    11.7	-15.9	0.8	10.6	3.1	1.7	-13.8	14.9
CNS(=O)(=O)c1cccc(C(=O)OCc2cc(C(C)=O)ccc2OC)c1
    0.9	0.2	-3.7	2.7	3.8	-2.3	-5.6	-0.9
Cc1nc(CSc2nsc(C)c2C#N)cs1
    -29.7	0.8	-13.4	8.4	-9.6	6.0	7.3	9.7
Cc1cccc(Nc2nc(N)nc(CN3CCC(C(N)=O)CC3)n2)c1C
    1.6	-1.0	-2.9	-3.5	3.3	15.9	6.1	15.5
COC(=O)C1=CN(CC2CCCO2)C=C(C(=O)OC)C1c1cccc(O)c1 (stereo not drawn)
    2.1	-0.4	-7.3	18.0	2.7	5.1	3.6	3.0
O=c1oc(CCO)cc2ccc(C#Cc3ccsc3)cc12
    -40.8	13.3	-1.2	13.1	1.9	-48.2	3.5	-93.4
Cc1cc2nc(C(C)(C)C)cc(N)n2n1
    22.5	-1.0	-7.9	7.8	-8.2	7.6	-2.2	11.9
CCOc1ccccc1CN(CCc1ccc2c(c1)OCO2)Cc1ccccn1
    -3.4	-4.2	2.8	12.1	16.7	0.2	8.9	18.6
COc1ccc(CC(=O)Nc2ccccc2C(=O)NCCc2ccccc2)cc1
    -15.5	1.6	-7.0	-5.8	-18.6	-22.7	-7.2	-58.3
Cn1c(SCCCC(=O)c2ccccc2)nnc1-c1ccncc1
    3.5	12.0	2.7	-5.3	-12.3	-10.0	4.8	-22.3
CCOC(=O)c1c(NC(N)=O)nc2n1CCC2
    -4.2	15.9	-1.9	6.2	8.7	8.1	-11.9	17.3
Cc1ccc2nc(-c3ccccc3NC(=O)CCC(=O)O)c(=O)[nH]c2c1
    30.6	5.8	0.3	-9.9	-0.3	-13.1	-11.5	-27.9
O=C(Nc1nc(-c2ccncc2)cs1)C1COc2ccccc2O1 (stereo not drawn)
    -5.5	8.8	-8.7	-6.0	-2.7	17.0	-0.9	-10.1
COc1cc(-c2nnc(SCC(=O)N(C)C3CCS(=O)(=O)C3)o2)cc(OC)c1OC (stereo not drawn)
    -6.8	-1.8	4.5	0.3	19.9	3.5	-1.5	12.6
OCCC1CN(Cc2ccncc2)CCN1C1CCCC1 (stereo not drawn)
    -9.6	19.1	-8.2	6.8	-4.6	-1.7	4.2	2.5
CN(C)C1CCN(Cc2cc(COCc3ccccc3)c3cccnc3c2O)C1 (stereo not drawn)
    57.0*	6.9	3.6	13.5	10.1	25.4	-3.6	-60.6
CCOC(=O)C1CCCN(C(=O)CN2C(=O)COc3ccc(C(C)(C)C)cc32)C1 (stereo not drawn)
    -9.9	11.2	3.8	-5.1	7.6	0.1	8.1	-35.4
O=Cc1c(NCc2ccccc2Cl)c2ccccc2[nH]c1=O
    -3.8	10.1	2.3	1.8	7.9	11.2	-2.7	-1.4
CN(CC(=O)NCCN1CCN(c2ccccc2)CC1)S(=O)(=O)c1ccc2c(c1)CCC(=O)N2
    -4.6	-5.8	1.8	-3.9	5.7	-10.6	-0.6	1.2
COc1ccc(-n2c(SCC(=O)Nc3cc(C)on3)nc3c([nH]c4ccccc43)c2=O)cc1
    9.0	6.4	3.9	-9.0	6.6	2.9	-7.2	0.4
O=C(NC(=S)Nc1ccc(N2CCOCC2)cc1)c1ccc(Cl)cc1
    -21.0	-4.2	-1.9	6.1	-4.4	11.3	5.9	4.5
CN1CCN(C(=O)CSc2ccc(Cl)cc2)CC1
    -16.6	-10.9	7.8	0.8	-42.2	-11.8	46.7*	-24.9
Cc1ccc(C(=O)Nc2ccccc2C(=O)NC2CCCCC2)cc1S(=O)(=O)N1CCOCC1
    0.0	18.7	-2.9	-5.1	8.1	-1.9	-25.3	-11.5
COc1ccc(C2NC(=O)NC(C)=C2C(=O)OC2CCCCC2)cc1OC (stereo not drawn)
    13.5	4.7	-4.3	-0.9	-6.8	2.0	1.1	7.1
CC(CN1CCCC1)OC(=O)c1ccc(Br)cc1 (stereo not drawn)
    -0.9	12.6	0.3	1.4	14.3	-1.2	-14.9	-6.4
Cc1ccc(NS(=O)(=O)c2cc(Br)cnc2N)cc1C
    5.3	2.8	-7.7	3.4	-9.8	-9.1	-10.0	-1.0

The list goes on, overlapping the part above by 3 compounds.
Results follow in this order: Gli-Sufu antag	CCR6 antagonist	CXCR6 block	UBC13 inh	APJ antag	Jurkat NFkB inh	EBI2 antag	697 NFkB inh
COc1ccc(C2NC(=O)NC(C)=C2C(=O)OC2CCCCC2)cc1OC (stereo not drawn)
    13.5	4.7	-4.3	-0.9	-6.8	2.0	1.1	7.1
CC(CN1CCCC1)OC(=O)c1ccc(Br)cc1 (stereo not drawn)
    -0.9	12.6	0.3	1.4	14.3	-1.2	-14.9	-6.4
Cc1ccc(NS(=O)(=O)c2cc(Br)cnc2N)cc1C
    5.3	2.8	-7.7	3.4	-9.8	-9.1	-10.0	-1.0
Cc1ccc(CS(=O)(=O)Cc2ccc(C(=O)NC3CCCCCC3)o2)cc1
    -5.8	0.5	-3.5	-2.6	4.0	-16.7	8.1	-18.8
O=C(c1ccccc1[N+](=O)[O-])N1CCC(Cc2ccccc2)CC1
    -3.9	2.9	-6.5	0.3	3.6	-16.3	-7.2	-29.5
CC(=O)NC(Cc1ccccc1)c1ccc2c(c1)OCCCO2 (stereo not drawn)
    -17.0	2.4	-5.3	0.7	-3.0	2.2	-2.8	4.8
CCOC(=O)Cc1csc(NC(=O)Cc2ccc(C)cc2)n1
    0.9	-10.7	-0.8	-3.6	-8.5	-2.6	-4.8	12.8
O=C(Nc1cccc(-c2nn[nH]n2)c1)c1csc2c1CCCC2
    -6.9	-11.3	-2.7	-8.7	-0.8	3.9	-1.3	-4.4
CCc1ccccc1NC(=O)c1cccc(NC(=O)/C=C/c2ccco2)c1
    33.9	10.7	4.9	-3.7	10.9	9.0	11.3	-81.4
Cc1cc(-c2ccc(C)c(S(=O)(=O)N3CCN(c4ccccn4)CC3)c2)on1
    9.1	30.6	2.4	-4.6	23.6	22.2	-2.1	-15.9

The order is random; about 3% have a hit in one of these screens.
